Screening data from PubChem.
DYRK1A inh – inhibitors of rat Dyrk1A kinase. ADP-Glo luminescence, NFATc1 peptide. inhibition, % at 12.5 µM. hit rate 0.43% among 310,000. AID 504441; in the data active = inhibition above about 50%;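 also: plate controls were vehicle with enzyme for no effect and no enzyme for full effect; many of its hits are not listed in these tables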
KCNK3 block – human KCNK3 channel inhibition, primary screen. O14649. CHO-KCNK3 thallium flux, FluxOR fluorescence; active compounds read low. B-score at 10 µM. hit rate 0.84% among 340,000. AID 602410;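 active = B-score under library mean minus 4 SD, starting fluorescence ratio at most library mean plus 5 SD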;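 also: more negative B-score means stronger inhibition of thallium flux through KCNK3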
TMEM16A act – activators or potentiators of mouse TMEM16A chloride channel. Q8BHY3. HEK293 TMEM16A/YFP-H148Q/I152L, iodide quench fluorescence; active compounds read low. B-score at 10 µM. hit rate 0.3% among 340,000. AID 623877;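 active = fluorescence-ratio B-score plate-corrected deviation score at least 3 library SD below zero, with starting fluorescence score within 5 deviations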;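 also: channel opened by trigger with iodide after compound preincubation; score built on the fluorescence ratio of max minus min over baseline; more negative score means more quench and so TMEM16A activation or potentiation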
TRPC4 PAM – allosteric potentiators of mouse TRPC4 channel. hit rate 0.42% among 310,000. HEK293 TRPC4beta/mu-opioid, DAMGO EC20, Fluo-4 Ca2+ flux; active compounds read high. B-score at 10 µM;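 active = B-score of calcium response area above 5 SD of library B-scores, with initial fluorescence ratio within 5 SD of library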;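 also: B-score of integrated fluorescence ratio over time as area under calcium response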
KCNQ1 act – potentiators or activators of human KCNQ1 potassium channel; hit rate 0.35% among 310,000; B-score at 10 µM; CHO-K1 KCNQ1, thallium flux FluxOR fluorescence; active compounds read high; AID 2648;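 active = fluorescence ratio B-score, a plate-corrected score, at least three library SD, with initial intensity B-score within 5 SD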
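Assay system: stable KCNQ1 CHO-K1 line; medium: assay buffer, equal DMSO in all wells; timing: 90 min dye loading and 20 min compound exposure, both at room temperature; technique: kinetic FluxOR thallium fluorescence, 10-s 1-Hz baseline, 110-s post-stimulus read; read-out basis: B score of baseline-normalized fluorescence ratio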
KCNQ1 inh – inhibitors of human KCNQ1 potassium channel. CHO-K1 KCNQ1, FluxOR thallium flux fluorescence; active compounds read high. B-score at 10 µM. hit rate 1.3% among 310,000;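 active = compounds whose thallium flux B-score, printed positive for inhibition, exceeds three library SD while starting fluorescence stays within three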;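 also: channel opened by potassium depolarization with thallium stimulus after 20 min compound exposure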
ANO1 block – blocks the mouse calcium-activated chloride channel TMEM16A | HEK293 TMEM16A/YFP iodide influx fluorescence, ionomycin | normalized B-score (activity score, 25-100; higher = stronger inhibition) at 10 µM | hit rate 1.2% among 310,000;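 active = ratio plate-corrected score three or more library SD toward inhibition, starting fluorescence score within five deviations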;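 also: score derived from kinetic fluorescence span divided by baseline fluorescence per well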
HDAC3 inh – inhibitors of human histone deacetylase 3. recombinant HDAC3, fluorogenic peptide/trypsin coupled, fluorescence. hit rate 0.15% among 320,000. inhibition, % at 8.3 µM; in the data active = inhibition above about 26%, passing the limit was not always enough; inconclusive = no clear call, values can overlap the other calls
KCNK9 inh – human KCNK9 channel inhibition. HEK293 KCNK9, FluxOR thallium flux fluorescence; active compounds read low. hit rate 1.2% among 310,000. B-score at 10 µM. Q9NPC2;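 active = ratio B-score over 3 SD below the library mean, with starting fluorescence within 5 SD of its mean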;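 also: negative B-score means less thallium flux so channel inhibition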
hERG protect – shields human hERG channel from block by proarrhythmic agents. CHO-hERG, FluxOR thallium flux, dofetilide IC70 present. hit rate 0.51% among 310,000. activation (rescue from dofetilide block), less the hit threshold, % at 10 µM. Q12809;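 active = activation above the mean of controls blocked by dofetilide plus 5 SD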;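 also: thallium influx through hERG after potassium depolarization seen as dye fluorescence rise; in these data hits start at about 4.7%; inactives centre near -7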
Target sequence (Q12809 whole entry, looked up): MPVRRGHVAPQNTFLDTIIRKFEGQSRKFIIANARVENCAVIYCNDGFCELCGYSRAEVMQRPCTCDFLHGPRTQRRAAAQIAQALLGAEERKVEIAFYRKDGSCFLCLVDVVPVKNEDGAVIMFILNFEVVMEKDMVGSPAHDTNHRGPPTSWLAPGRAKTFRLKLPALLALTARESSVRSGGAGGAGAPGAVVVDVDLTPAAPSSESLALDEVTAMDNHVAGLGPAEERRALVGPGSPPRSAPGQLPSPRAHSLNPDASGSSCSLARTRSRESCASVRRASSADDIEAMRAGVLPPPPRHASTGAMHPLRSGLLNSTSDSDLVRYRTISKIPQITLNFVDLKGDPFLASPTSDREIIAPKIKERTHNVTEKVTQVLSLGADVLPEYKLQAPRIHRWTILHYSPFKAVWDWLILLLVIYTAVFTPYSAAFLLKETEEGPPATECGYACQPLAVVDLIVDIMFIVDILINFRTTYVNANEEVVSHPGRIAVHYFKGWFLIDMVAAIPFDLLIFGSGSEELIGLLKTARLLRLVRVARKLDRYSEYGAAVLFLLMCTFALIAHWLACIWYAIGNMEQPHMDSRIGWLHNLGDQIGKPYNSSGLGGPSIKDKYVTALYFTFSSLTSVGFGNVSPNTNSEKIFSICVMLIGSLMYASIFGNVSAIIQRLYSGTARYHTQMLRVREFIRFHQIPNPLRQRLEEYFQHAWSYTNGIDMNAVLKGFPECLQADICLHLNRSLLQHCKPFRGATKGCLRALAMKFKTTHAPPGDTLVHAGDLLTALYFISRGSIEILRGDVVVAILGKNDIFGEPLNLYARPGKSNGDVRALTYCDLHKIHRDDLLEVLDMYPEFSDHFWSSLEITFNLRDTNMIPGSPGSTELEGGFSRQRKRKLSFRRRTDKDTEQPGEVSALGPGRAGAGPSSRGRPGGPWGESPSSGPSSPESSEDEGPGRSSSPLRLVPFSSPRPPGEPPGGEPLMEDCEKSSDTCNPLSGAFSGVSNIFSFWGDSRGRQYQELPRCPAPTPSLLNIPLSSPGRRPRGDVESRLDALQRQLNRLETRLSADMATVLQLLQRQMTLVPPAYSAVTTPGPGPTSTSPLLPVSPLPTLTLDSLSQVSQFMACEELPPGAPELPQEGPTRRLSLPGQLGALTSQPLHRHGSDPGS
TRPC4 act – TRPC4 (mouse) channel activation | hit rate 0.49% among 310,000 | Q9QUQ5 | HEK293 TRPC4beta/mu-opioid, Fluo4 calcium fluorescence; active compounds read high | AID 2237 | B-score at 10 µM;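 active = B-score above 5 SD of library B-scores, and initial fluorescence ratio not above library mean plus 5 SD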;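 also: positive B-score marks a calcium rise read as TRPC4 activation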
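Material: TRPC4beta and mu-opioid receptor HEK293 stable cells | Incubation: 45 min room-temperature Fluo4 loading, 110 s read | Detection: Kinetic Fluo4 calcium fluorescence | Measure: Integrated baseline-normalised fluorescence ratio, converted to per-well B score | Benchmarks: Low control buffer alone, high control maximal DAMGO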
* = called active by the depositor; i = inactive; ? = inconclusive; . = not tested or not shown.

Sequence of screens: DYRK1A inh	KCNK3 block	TMEM16A act	TRPC4 PAM	KCNQ1 act	KCNQ1 inh	ANO1 block	HDAC3 inh	KCNK9 inh	hERG protect	TRPC4 act
Cc1cc(Cl)ccc1OCC(=O)N/N=C/c1ccc(OC2OC(CO)C(O)C(O)C2O)cc1 (centres undefined)
  1	i	i	i	i	i	i	3	i	-14	i
CC(C)CC(=O)Nc1sc2c(c1C#N)CC(C)(C)NC2(C)C
  6	i	i	.	.	.	i	2	.	.	.
O=C1CS/C(=N/N=C/c2ccccc2OS(=O)(=O)c2ccccc2)N1
  -4	i	i	i	i	i	i	2	i	-1	i
COc1cc(C2N(c3ccc(F)cc3)C(=O)C3CCCN32)cc(OC)c1OC (centres undefined)
  15	i	i	i	i	i	i	0	i	-4	i
CCOC(=O)Cc1csc(NC(=O)c2ccc(NC(C)=O)cc2)n1
  6	i	i	i	i	i	i	8	i	-4	i
O=C(NCCCCNC(=O)c1ccc(Br)cc1)c1ccc(Br)cc1
  -4	i	i	i	i	i	i	-9	i	3	i
O=C(Nc1nccs1)c1ccc(Br)c(S(=O)(=O)N2CCOCC2)c1
  4	i	i	i	i	i	i	6	i	-8	i
O=C(C#Cc1ccccc1)NCc1ccccc1F
  .	i	i	i	i	i	i	1	i	-1	i
CN1CCC(CNC(=O)Nc2csc3ccccc23)CC1
  6	i	i	i	i	i	i	-1	i	-13	i
O=C(CN1C(=O)NC2(CCCC2)C1=O)NCC1CCCO1 (centres undefined)
  2	i	i	i	i	i	i	.	i	-6	i
COc1ccc(CCNC(=O)C2CC3Cn4c(nc5ccccc54)C3N2Cc2ccccc2)cc1 (centres undefined)
  -16	i	i	i	i	i	i	-5	i	-9	i
O=C(COC(=O)CCC1CCCC1)Nc1ccc(Cl)cn1
  -6	i	i	i	i	i	i	6	i	-12	i
Cc1cc(S(=O)(=O)NCC2CC2)c(Cl)cc1Cl
  2	i	i	i	i	i	i	1	i	-5	i
O=C1OCC2=C1C(c1ccc(F)cc1)CC(=O)N2c1ccccc1 (centres undefined)
  4	i	i	i	i	i	i	3	i	-7	i
COc1ccc(C(=O)N2CCN(c3ccc(N4CCOCC4)nn3)CC2)cc1OC
  4	i	i	i	i	i	i	-2	i	-12	i
C/C=C/c1ccc(OCc2cc(=O)n3cc(C)ccc3n2)c(OC)c1
  -6	i	i	i	i	i	i	-2	i	-15	i
CCC(C)c1ccc(OCC(=O)Nc2ccc(CN3CCOCC3)cc2)cc1 (centres undefined)
  2	i	i	i	i	i	i	8	i	-13	i
CN1CCN(C(=O)c2ccc(OCCOc3ccccc3)cc2)CC1
  -1	i	i	i	i	i	i	-6	i	-8	i
CCOC(=O)N1CCC(NC(=O)C(NC(=O)C2CCC(C)CC2)C(C)CC)CC1 (centres undefined)
  .	.	.	i	i	i	.	.	i	-7	i
COc1ccc(OCCCC(=O)OC(C)C(=O)Nc2ccc(S(N)(=O)=O)cc2)cc1 (centres undefined)
  26	i	i	i	i	i	i	0	i	-7	i
CCc1c(C)nc2ncnn2c1NCCc1ccc(OC)c(OC)c1
  0	i	i	i	i	i	i	-5	i	-7	i
CCOC(=O)c1sc(NC(=O)C(CC)OC(=O)C(CC(C)C)NC(=O)c2ccccc2)nc1C (centres undefined)
  -1	-11*	.	i	i	i	i	0	i	-11	i
CCOC(=O)c1[nH]c2ccc(F)cc2c1NC(=O)c1ccccc1C(=O)O
  2	i	i	i	i	i	i	-11	i	-12	i
C/C=C(\C)CN1CCN(c2ccccc2)CC1
  -1	i	i	i	i	i	i	2	i	-4	i
CCN1CCCC1CNC(=O)COc1cc(=O)n(C)c2ccccc12 (centres undefined)
  0	i	i	i	i	i	i	-7	i	-10	i
N=c1scc(-c2ccccc2)n1/N=C/c1ccco1
  3	i	i	i	i	i	i	2	i	-8	i
O=C(COc1ccc(S(=O)(=O)N2CCOCC2)cc1)NCc1ccccn1
  -3	i	i	i	i	i	i	1	i	-6	i
C=CCOC(=O)C1=C[C@@H](c2ccc(C(F)(F)F)cc2)[C@H](CCCO)[C@@H](OCC)O1
  -3	i	i	i	i	i	i	16	i	-6	i
Cc1cc(-c2nnc(SCC(=O)Nc3cccc(Cl)c3)n2N)n[nH]1
  -2	i	i	i	i	i	i	-1	i	-4	i
C=C1CCc2c([nH]c3ccc(OCC(C)C)cc23)C1=O
  -3	i	i	i	i	i	i	1	i	-9	i
Cc1nc(CSc2n[nH]c(=O)n2-c2cccc(F)c2)cs1
  -3	i	i	i	i	i	i	-1	i	-6	i
Cc1ccc(-c2nc(-c3cccnc3)sc2CC(=O)Nc2ccc3nc(C)sc3c2)cc1
  -5	i	i	i	i	i	i	1	i	-17	i
C/C(N)=C(/C#N)C(=O)CSc1nc(-c2ccccc2)c(-c2ccccc2)o1
  -2	i	i	i	i	i	i	-1	i	-6	i
O=C(C1CCCN(Cc2ccccc2F)C1)N1CCc2ccccc2C1 (centres undefined)
  4	i	i	i	i	i	i	7	i	-8	110*
NS(=O)(=O)c1ccc(N=Cc2c(O)n(-c3nccs3)c(=O)c3ccccc23)cc1
  33	i	i	i	i	i	i	-6	i	-5	i
CC1(C)CC(=O)C(CCCN2C(=O)c3ccccc3C2=O)C(=O)C1
  -5	i	i	i	i	i	i	0	i	-8	i
COc1ccc(OC)c(NC(=O)CSc2nc(=O)n(CCN3CCOCC3)c3c2CCCC3)c1
  -4	i	i	i	i	i	i	3	i	-7	i
COc1ccc(OC)c(C(C)NC(=S)Nc2ccc(S(=O)(=O)Nc3ncccn3)cc2)c1 (centres undefined)
  -9	i	i	i	i	i	i	0	i	-8	i
CC(C)CN(c1ccccc1)S(=O)(=O)c1nnc(NC(=O)c2ccco2)s1
  -1	i	i	i	i	i	i	-7	i	-13	i
CN(CCOC(=O)c1ccc2c(c1)OCCO2)C(C)(C)C
  4	i	i	i	i	i	i	-2	i	-14	i
CCCc1nnc(NC(=O)CCC(=O)N2CCCCCC2)s1
  2	i	i	i	i	i	i	-9	i	-4	i
FC(F)(F)c1ccc(N2CCOCC2)c(NC2=NCCCCC2)c1
  10	i	i	i	i	i	i	2	i	-15	i
O=C(Cn1cc2c(n1)CCCCC2)NC1CCCCCC1
  10	i	i	i	i	i	i	0	i	-2	i
CN=C(Nc1cc(C)nn1-c1ccccc1)c1ccc(F)cc1
  3	i	i	i	i	i	i	-5	i	-7	i
COc1ccc(CCNC(=O)C(=O)NCC2OCCN2S(=O)(=O)c2ccc(Br)cc2)cc1OC (centres undefined)
  0	i	i	i	i	i	i	4	i	-10	i
Cc1cc(C(=O)OCC(=O)NC(=O)c2cccn2C)c2ccccc2n1
  -11	i	i	i	i	i	i	0	i	-6	i
COc1ccc(N2CCN(C(c3nnnn3CCc3ccccc3)C(C)C)CC2)cc1 (centres undefined)
  -1	i	i	i	i	i	i	1	i	-6	i
CC(Oc1cccc(Cl)c1)C(=O)NCCCCc1ccccc1 (centres undefined)
  1	i	i	i	i	i	i	6	i	-5	i
Cc1ccc(CNC(=O)c2ccc(C#CC(C)(C)O)s2)cc1
  -8	i	i	i	i	i	i	3	i	-15	i
Cc1ccc(Nc2nc(NCCO)nc(N3CCCC3)n2)cc1
  -12	i	i	i	i	i	i	-1	i	-6	i

Next section
Sequence of screens: DYRK1A inh	KCNK3 block	TMEM16A act	TRPC4 PAM	KCNQ1 act	KCNQ1 inh	ANO1 block	HDAC3 inh	KCNK9 inh	hERG protect	TRPC4 act
CC(=O)c1cccc(NC(=S)N2CCN(S(C)(=O)=O)CC2)c1
  -2	i	i	i	i	i	i	4	i	-8	i
COc1cc(C)nc(N2CCC(C(N)=O)CC2)n1
  -1	i	i	i	i	i	i	?	i	-7	i
O=C(Nn1cnc2ccccc2c1=O)c1ccccc1F
  -6	i	i	i	i	i	i	1	i	-4	i
Cc1ccc(CNC(=O)CSc2nnnn2C)cc1
  -5	i	i	i	i	i	i	-2	i	-17	i
Cc1cc(C(=O)CSc2nc(N)cc(=O)[nH]2)c(C)n1CCc1ccc(Cl)cc1
  7	i	i	i	i	i	i	0	i	-9	i
CN(C)c1ccc(C(=O)OCC(=O)Nc2ccc(S(N)(=O)=O)cc2)cc1
  2	i	i	i	i	i	i	2	i	-6	i
Cc1ccc2c(c1)Oc1ccc(NC(=O)CCCl)cc1C(=O)N2
  0	i	i	i	i	i	i	0	i	-4	i
CCC(CC)C(=O)Nc1nnc(-c2cccs2)s1
  10	i	i	i	i	i	i	-8	i	0	i
CC(=O)c1ccc(OC(C)C)c(CN2CCCCC2)c1
  .	i	i	i	i	i	i	8	i	0	i
O=C(COC(=O)C1CCN(S(=O)(=O)c2cccs2)CC1)NCc1ccccc1
  -6	i	i	i	i	i	i	-2	i	-6	i
O=C(Nc1ccccc1N1CCCC1)c1cccc(Cl)c1Cl
  -1	i	i	i	i	i	i	7	i	-3	i
COc1ccc(NC(=O)c2ccc3c(c2)NC(=O)CO3)cc1OC
  .	i	i	i	i	i	i	7	i	-11	i
Cc1ccc(C(=O)c2cc([N+](=O)[O-])ccc2N2CCCCC2)cc1
  -1	i	i	i	i	i	i	9	-7.4*	-12	i
COc1ccc(-c2cc(C(=O)N3CCN(C(c4ccccc4)c4ccccc4)CC3)no2)cc1OC
  4	i	i	i	i	i	i	9	i	-10	i
CCCCCCCOC1(c2ccccc2)OC(=O)c2ccccc21 (centres undefined)
  2	i	i	i	i	i	i	1	-16*	-16	i
O=C(CSc1nc2ccccc2s1)N/N=C/c1ccccc1C(=O)O
  1	i	i	i	i	i	i	-1	i	-15	i
O=C1C2C3c4ccccc4C(c4ccccc43)C2C(=O)N1c1ccncc1 (centres undefined)
  0	i	i	i	i	i	.	.	i	-17	i
Cc1ccc(C)c(OCC(=O)Nc2cc(NC(=O)COc3cc(C)ccc3C)cc(C(=O)O)c2)c1
  -3	i	i	i	i	i	i	4	i	-2	i
Cc1ccc(C(=O)OC2OC(=O)C(Cl)=C2N2CCOCC2)cc1 (centres undefined)
  8	i	i	i	i	i	i	2	i	-5	i
COCC(=O)Nc1ccc(Br)cc1
  -4	i	i	i	i	i	i	-3	i	-9	i
CC(=O)Nc1ccc(S(=O)(=O)NCc2cccnc2)cc1
  -9	i	i	i	i	i	i	4	i	-6	i

Some of the compounds tested; rates above refer to the full screens.
